GSK3beta inhib: inhibitors of human GSK3beta kinase | P49841 | GST-GSK3beta kinase, ADP-Glo luminescence, 60 min; hits give low values | activity score (negative = inhibition), % at 10 µM | actives 0.038% (n = 300,000) | AID 2097;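 active = more than half of replicate wells score below -50%, meaning over 50% inhibition versus plate controls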;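 note: 0% = median DMSO wells and -100% = median GW8510 positive control wells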
Target sequence (P49841 whole entry, looked up): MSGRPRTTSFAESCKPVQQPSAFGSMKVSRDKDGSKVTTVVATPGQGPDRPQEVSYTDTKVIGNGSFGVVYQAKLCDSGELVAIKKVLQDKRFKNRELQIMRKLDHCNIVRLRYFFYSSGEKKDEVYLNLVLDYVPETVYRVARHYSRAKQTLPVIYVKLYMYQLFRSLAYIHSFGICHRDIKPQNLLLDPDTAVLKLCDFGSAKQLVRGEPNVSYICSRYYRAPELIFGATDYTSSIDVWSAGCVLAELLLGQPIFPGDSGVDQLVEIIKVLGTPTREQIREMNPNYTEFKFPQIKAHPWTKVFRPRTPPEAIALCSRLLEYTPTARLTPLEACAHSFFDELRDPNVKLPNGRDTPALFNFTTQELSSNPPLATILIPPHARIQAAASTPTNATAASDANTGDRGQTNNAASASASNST
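test system = GST-tagged human GSK3beta kinase, cell-free | reagent = 25 µM ATP with peptide substrate | dosing = one dose of 10 µM per compound | schedule = 60 min reaction, RT | detection = luminescent ADP-Glo measurement of ADP formed | control set = DMSO neutral wells and GW8510 at 20 µM as positive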
GSK3A inh: human GSK-3 alpha kinase inhibition; P49840; ADP-Glo luminescence, 60 min; inhibition, % at 10 µM; actives 0.1% (n = 320,000); AID 2650;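 in the data active = inhibition above about 50%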;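 note: GST-tagged GSK-3 alpha with peptide substrate and 25 µM ATP; 0% = DMSO neutral wells and 100% = GW8510 positive control wells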
PolyA inhibitor: blocks polyadenylation in yeast reporter cells | S. cerevisiae SKY197-pL101 polyadenylation reporter, beta-gal luminescence; efflux-impaired pdr1/pdr3 knockout yeast; score 100 = 6 SD above DMSO | calls only at 12 µM | actives 0.02% (n = 300,000) | AID 1875;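 active = lowest replicate activity score at least 50, where 100 means six control SD above control mean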;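 note: yeast exposed to compound for 9 h at 30 °C; higher score means more reporter readthrough which indicates perturbed polyadenylation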
hERG rescue: shields human hERG channel from block by proarrhythmic agents; CHO-hERG, FluxOR thallium flux, dofetilide IC70 present; AID 1511; actives 0.51% (n = 310,000); Q12809; activation (rescue from dofetilide block), less the hit threshold, % at 10 µM;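 active = activation above the mean of controls blocked by dofetilide plus 5 SD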;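 note: thallium influx through hERG after potassium depolarization seen as dye fluorescence rise; in these data hits start at about 4.7%; inactives centre near -7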
Dyrk1A ADPGlo: blocks rat Dyrk1A kinase activity | Q63470 | ADP-Glo luminescence, NFATc1 peptide | inhibition, % at 12.5 µM | actives 0.43% (n = 310,000); in the data active = inhibition above about 50%;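 note: plate controls were vehicle with enzyme for no effect and no enzyme for full effect; many of its hits are not listed in these tables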
KCNK3 block: human KCNK3 channel inhibition, primary screen. actives 0.84% (n = 340,000). O14649. CHO-KCNK3 thallium flux, FluxOR fluorescence; hits give low values. AID 602410. B-score at 10 µM;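 active = B-score under library mean minus 4 SD, starting fluorescence ratio at most library mean plus 5 SD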;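 note: more negative B-score means stronger inhibition of thallium flux through KCNK3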
KCNQ1 block: blocks the human KCNQ1 potassium channel | actives 1.3% (n = 310,000) | B-score at 10 µM | AID 2642 | P51787 | CHO-K1 KCNQ1, FluxOR thallium flux fluorescence; hits give high values;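 active = compounds whose thallium flux B-score, printed positive for inhibition, exceeds three library SD while starting fluorescence stays within three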;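 note: channel opened by potassium depolarization with thallium stimulus after 20 min compound exposure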
RGS4 pot: potentiators or activators of RGS4; HEK293 M3R/inducible RGS4, carbachol calcium flux Fluo4; hits give low values; B-score at 10 µM; actives 0.92% (n = 310,000);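 active = B-score of the integrated calcium signal more than 4 SD below the library mean, with starting fluorescence not abnormally high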;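 note: negative B-score means reduced calcium response which marks RGS4 activation or potentiation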
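Material: M3R-expressing HEK293 line, RGS4 induced by doxycycline | Schedule: Overnight RGS4 induction, 30 min dye load 37 °C, 20 min compound RT | Measured by: Fluo4 fluorescence kinetic imaging of calcium | Read-out: Integrated calcium ratio converted to B score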
KCNK9 block: inhibitors of human KCNK9 two-pore domain potassium channel. HEK293 KCNK9, FluxOR thallium flux fluorescence; hits give low values. B-score at 10 µM. actives 1.2% (n = 310,000). AID 488922;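 active = ratio B-score over 3 SD below the library mean, with starting fluorescence within 5 SD of its mean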;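 note: negative B-score means less thallium flux so channel inhibition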
Target sequence (Q9NPC2 whole entry, looked up, the tested form may be a part): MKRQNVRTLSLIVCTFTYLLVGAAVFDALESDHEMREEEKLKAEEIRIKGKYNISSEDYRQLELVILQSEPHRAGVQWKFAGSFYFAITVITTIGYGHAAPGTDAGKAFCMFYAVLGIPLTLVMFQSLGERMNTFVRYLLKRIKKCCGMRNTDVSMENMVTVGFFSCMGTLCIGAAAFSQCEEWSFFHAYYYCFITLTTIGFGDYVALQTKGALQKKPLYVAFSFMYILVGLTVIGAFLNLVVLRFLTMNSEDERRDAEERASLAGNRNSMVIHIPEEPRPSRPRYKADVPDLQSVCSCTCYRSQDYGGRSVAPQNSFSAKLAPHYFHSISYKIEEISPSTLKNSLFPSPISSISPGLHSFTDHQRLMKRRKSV
KCNQ1 act: potentiates or activates the human KCNQ1 potassium channel; CHO-K1 KCNQ1, thallium flux FluxOR fluorescence; hits give high values; B-score at 10 µM; actives 0.35% (n = 310,000);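 active = fluorescence ratio B-score, a plate-corrected score, at least three library SD, with initial intensity B-score within 5 SD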
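Test system: CHO-K1 cells stably expressing KCNQ1 / Medium: assay buffer / Also added: depolarizing K+/Tl+ stimulus, K2SO4 and Tl2SO4 each 12.5 mM in 5x stock / Incubation: 90 min dye loading and 20 min compound exposure, both at room temperature / Signal: thallium influx via FluxOR fluorescence, kinetic imaging / Evaluation: B score of baseline-normalized fluorescence ratio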
RGS4 block: inhibitors of human RGS4; P49798; HEK293 M3R/RGS4 inducible, Fluo-4 calcium flux; hits give high values; triggered by carbachol at its EC20; B-score at 10 µM; actives 0.45% (n = 310,000);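 active = B-score, a plate-corrected calcium signal, over three deviations above library mean, with baseline fluorescence within five deviations of library mean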;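 note: RGS4 expression induced by doxycycline in cells with stable M3 receptor; B-score is computed from the integrated fluorescence ratio over baseline after carbachol; higher B-score means a larger calcium signal and so more RGS4 inhibition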
Target sequence (P49798 whole entry, looked up): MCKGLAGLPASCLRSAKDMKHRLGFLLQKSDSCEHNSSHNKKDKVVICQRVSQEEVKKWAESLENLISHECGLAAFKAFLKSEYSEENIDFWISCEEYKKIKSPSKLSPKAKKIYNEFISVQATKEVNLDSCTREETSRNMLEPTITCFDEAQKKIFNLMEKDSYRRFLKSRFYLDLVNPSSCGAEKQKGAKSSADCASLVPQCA
Numbers without * were called inactive; i = inactive; x = no result given. An excerpt; the hit share may differ from the screen's.

No. | mol | PolyA inhibitor | KCNQ1 block | GSK3beta inhib | KCNK9 block | Dyrk1A ADPGlo | GSK3A inh | KCNQ1 act | hERG rescue | RGS4 block | KCNK3 block | RGS4 pot
1 | O=C(Cn1c(=O)oc2ccc(Cl)cc21)Nc1ccon1 | i | i | 4 | i | 5 | -1 | i | -4 | i | i | i
2 | CNC(=O)NC(=O)CSc1cccc(C(F)(F)F)c1 | i | i | -24 | i | 2 | 2 | i | -4 | i | i | i
3 | Cc1nc2ccccc2c2oc(C(=O)N3CCC(C)CC3)cc12 | i | i | 0 | i | 5 | 2 | i | -9 | i | i | i
4 | O=C1c2ccccc2C(=O)C1c1ccccc1F | i | i | 2 | i | x | -2 | i | -5 | i | i | i
5 | O=C(Oc1ccc(Br)cc1)c1cccc(S(=O)(=O)N2CCOCC2)c1 | i | i | 0 | i | 7 | -1 | i | -14 | i | i | i
6 | O=Cc1cc(Br)c(OC(=O)N2CCOCC2)c(Br)c1 | i | i | 0 | i | 1 | -2 | i | -4 | i | i | i
7 | c1ccc(N2N=C(c3cccs3)CC2c2ccco2)cc1 (stereo not drawn) | i | x | -9 | x | 5 | -1 | x | x | x | i | x
8 | C/C(CCC(C)C)=N\NS(=O)(=O)c1ccc(C)c([N+](=O)[O-])c1 | i | i | 2 | -8.9* | -1 | 1 | i | -10 | i | i | i
9 | COc1ccc(C(=O)c2c(C(F)(F)F)oc3c2C(=O)c2ccccc2C3=O)cc1OC | i | i | -2 | i | -2 | -3 | i | -8 | i | i | i
10 | CN1C(=O)C(C)(C)c2cc(S(=O)(=O)N3CCCC3C(=O)NCc3ccc(F)cc3)ccc21 (stereo not drawn) | i | i | -5 | i | 3 | -2 | i | -16 | i | i | i
11 | Cc1cccc(NC(=O)CSc2cn[nH]n2)c1 | i | i | 4 | i | 14 | 1 | i | -9 | i | i | i
12 | Cc1ccc2nc3c(c(Nc4ccccc4)c2c1)CCC3 | i | i | -1 | i | x | 3 | i | -11 | i | i | i

Only KCNQ1 act and hERG rescue (3 entries from above):
entry	Structure	KCNQ1 act	hERG rescue
1	O=C(Cn1c(=O)oc2ccc(Cl)cc21)Nc1ccon1	i	-4
2	CNC(=O)NC(=O)CSc1cccc(C(F)(F)F)c1	i	-4
3	Cc1nc2ccccc2c2oc(C(=O)N3CCC(C)CC3)cc12	i	-9

Going on with the list.
No. | mol | PolyA inhibitor | KCNQ1 block | GSK3beta inhib | KCNK9 block | Dyrk1A ADPGlo | GSK3A inh | KCNQ1 act | hERG rescue | RGS4 block | KCNK3 block | RGS4 pot
13 | COc1ccc(COCC(O)CN2CCCCC2)cc1OC (stereo not drawn) | i | i | 2 | i | -3 | -2 | i | -7 | i | i | i
14 | O=C(CCC1CCCC1)NCc1ccccn1 | i | i | -3 | i | -4 | -2 | i | -1 | i | i | i
15 | O=C(OCC(=O)N1CCCc2ccccc21)c1ccc(C(F)(F)F)cc1 | i | i | -1 | i | 10 | 0 | i | -5 | i | i | i
16 | CCOC(=O)c1ccc(N/C(=N/S(=O)(=O)c2ccccc2)c2ccccc2)cc1 | i | i | 1 | i | 3 | 1 | i | -8 | i | i | i
17 | CCOc1ccc2nc(SCC(=O)Nc3cc4c(cc3C(C)=O)OCO4)[nH]c2c1 | i | i | -2 | i | 10 | -3 | i | -7 | i | i | i
18 | N/C(=N\OC(=O)Cc1ccccc1[N+](=O)[O-])c1ccc(Br)cc1 | i | i | 0 | i | -2 | 0 | i | -17 | i | i | i
19 | Cc1ccc(CN2CC(C(=O)N3CC=C(c4ccccc4)CC3)CC2=O)cc1 (stereo not drawn) | i | i | 2 | i | 0 | -4 | i | -17 | i | i | i
20 | O=C(CCC(=O)N1CCCc2ccccc21)N1CCN(S(=O)(=O)c2ccccc2)CC1 | i | i | 1 | i | -4 | 0 | i | -15 | i | i | i
21 | COc1ccc(NC(=O)N2CCc3cc(OC)c(OC)cc3C2)cc1 | i | i | 3 | i | -2 | -2 | i | -6 | i | i | i
22 | N#CCCCCn1ccc(NC(=O)c2ccc(Cl)cc2O)n1 | i | i | 1 | i | -3 | -1 | i | -8 | i | i | i
23 | O=C(Nc1cccc(-n2cccn2)c1)C1CCCN(Cc2ccccc2F)C1 (stereo not drawn) | i | i | 0 | i | 0 | 1 | i | -10 | i | i | i
24 | CCC(Cc1ccccc1)NS(=O)(=O)c1ccc2c(c1)NC(=O)CS2 (stereo not drawn) | i | i | 2 | i | 4 | x | i | -11 | i | i | i

5 compounds from above, sorted by length of the SMILES, smallest number first:
No. | mol | PolyA inhibitor | KCNQ1 block | GSK3beta inhib | KCNK9 block | Dyrk1A ADPGlo | GSK3A inh | KCNQ1 act | hERG rescue | RGS4 block | KCNK3 block | RGS4 pot
22 | N#CCCCCn1ccc(NC(=O)c2ccc(Cl)cc2O)n1 | i | i | 1 | i | -3 | -1 | i | -8 | i | i | i
23 | O=C(Nc1cccc(-n2cccn2)c1)C1CCCN(Cc2ccccc2F)C1 (stereo not drawn) | i | i | 0 | i | 0 | 1 | i | -10 | i | i | i
19 | Cc1ccc(CN2CC(C(=O)N3CC=C(c4ccccc4)CC3)CC2=O)cc1 (stereo not drawn) | i | i | 2 | i | 0 | -4 | i | -17 | i | i | i
16 | CCOC(=O)c1ccc(N/C(=N/S(=O)(=O)c2ccccc2)c2ccccc2)cc1 | i | i | 1 | i | 3 | 1 | i | -8 | i | i | i
20 | O=C(CCC(=O)N1CCCc2ccccc21)N1CCN(S(=O)(=O)c2ccccc2)CC1 | i | i | 1 | i | -4 | 0 | i | -15 | i | i | i

(listing goes on)
No. | mol | PolyA inhibitor | KCNQ1 block | GSK3beta inhib | KCNK9 block | Dyrk1A ADPGlo | GSK3A inh | KCNQ1 act | hERG rescue | RGS4 block | KCNK3 block | RGS4 pot
25 | C=CCN(C(=O)c1csnn1)C(C(=O)NC1CCCC1)c1ccc(Cl)cc1 (stereo not drawn) | i | i | -2 | i | -3 | -3 | i | -8 | i | i | i
26 | CCNc1nc(NC(C)C)nc(N(n2cnnc2)S(=O)(=O)c2ccc(C)cc2)n1 | i | i | -2 | i | 6 | 2 | i | -15 | i | i | i
27 | N#Cc1ccc2c(c1)nc1ccccn12 | i | i | 0 | i | 10 | 2 | i | -4 | i | i | i
28 | COc1ccccc1NC(=O)CN1CCN(c2ccc(Cl)cc2)CC1 | i | i | 2 | i | 0 | -3 | i | -9 | i | i | i
29 | CC(=O)Oc1ccccc1N(C(C)=O)S(=O)(=O)c1cccc([N+](=O)[O-])c1 | i | i | -4 | i | 0 | -1 | i | -7 | i | i | i
30 | Cc1c(C(=O)OCCOC(C)C)[nH]c2c1C(=O)CC(C)(C)C2 | i | i | -17 | i | 6 | x | i | -15 | i | i | i
31 | Cc1ccc(-c2nc3ccccc3o2)cc1NC(=O)c1ccc2c(c1)OCO2 | i | i | -2 | i | 3 | -2 | i | -14 | i | i | i
32 | Cc1cc(C(=O)Nc2ccc3c(c2)OCCO3)c(C)o1 | i | i | -2 | i | 0 | -2 | i | -8 | i | i | i
33 | CC(=O)Nc1ccc(N2C(=O)CSC2c2ccc([N+](=O)[O-])cc2)cc1 (stereo not drawn) | i | i | 5 | i | 2 | 0 | i | -5 | i | i | i
34 | CCC(C)[C@H](NC(=O)[C@@H]1Cc2ccccc2CN1C(=O)OC(C)(C)C)C(=O)NCC1CCC(C(=O)O)CC1 (stereo partly drawn) | i | i | -5 | i | 2 | 0 | i | -10 | i | i | i
35 | O=C(O)c1ccccc1OCCOc1ccccc1 | i | i | 3 | i | -5 | -2 | i | -9 | i | i | i
36 | CCC1(CC)Cc2ccccc2C2=C(C(=O)N3CCCCC3)C(=O)C(=O)N21 | i | i | 6 | i | -3 | -3 | i | -4 | i | i | i

Shown as a hit in KCNK9 block (from the list above):
| item | mol | PolyA inhibitor | KCNQ1 block | GSK3beta inhib | KCNK9 block | Dyrk1A ADPGlo | GSK3A inh | RGS4 block | KCNK3 block |
| --- | --- | --- | --- | --- | --- | --- | --- | --- | --- |
| 8 | C/C(CCC(C)C)=N\NS(=O)(=O)c1ccc(C)c([N+](=O)[O-])c1 | i | i | 2 | -8.9* | -1 | 1 | i | i |

Next compounds.
No. | mol | PolyA inhibitor | KCNQ1 block | GSK3beta inhib | KCNK9 block | Dyrk1A ADPGlo | GSK3A inh | KCNQ1 act | hERG rescue | RGS4 block | KCNK3 block | RGS4 pot
37 | COc1ccc(/C=C(\NC(=O)c2ccco2)C(=O)NCCc2nc3ccccc3[nH]2)cc1 | i | i | 1 | i | x | 2 | i | -7 | i | i | i
38 | COC(=O)c1cn(Cc2cc(OC)ccc2OC)cc(F)c1=O | i | i | 2 | i | -6 | 1 | i | 1 | i | i | i
39 | Cc1onc(-c2c(Cl)cccc2Cl)c1C(=O)N=C(N)N1CCCC1 | i | i | 3 | i | x | 7 | i | -10 | i | i | i
40 | O=C(OCC(=O)N1CCc2ccccc2C1)c1ccc(N2CCOCC2)c([N+](=O)[O-])c1 | i | i | -3 | i | 2 | 4 | i | -9 | i | i | i
41 | Brc1ccccc1Cn1c(-c2cncs2)nc2ccccc21 | i | i | 5 | i | 2 | -1 | i | -13 | i | i | i
42 | CCOC(=O)C(NC(=O)c1ccccc1Cl)(Nc1sc2c(c1C(N)=O)CCC2)C(F)(F)F (stereo not drawn) | i | i | 5 | i | -2 | x | i | -10 | i | i | i
43 | COc1ccc(NC(=O)Nc2ccccc2SC)cc1 | i | i | 2 | i | -1 | -1 | i | -11 | i | i | i
44 | Cc1ccccc1NC(=O)CCSc1nnnn1-c1ccccc1 | i | i | 1 | i | 5 | 0 | i | -4 | i | i | i
45 | Cc1c(Br)c(-c2n[nH]c(=S)n2Cc2ccco2)nn1C | i | i | 1 | i | -2 | -1 | i | -4 | i | i | i
46 | COc1ccc(CN2CCN(Cc3ccc(OC)c(OC)c3OC)CC2)cc1 | i | i | -1 | i | -4 | -2 | i | -4 | i | i | i
47 | O=C(NCCCO)c1ccc(CSc2nc3ccccc3c(=O)[nH]2)cc1 | i | i | 1 | i | 0 | 2 | i | -10 | i | i | i
48 | CCOC(=O)C(C)/C(C)=N/NC(=O)c1cc2ccccc2cc1O (stereo not drawn) | i | i | 1 | i | 5 | -1 | i | -9 | i | i | i
49 | O=c1cc(NCc2ccccc2)nc2ccccn12 | i | i | 0 | i | 1 | 0 | i | -1 | i | i | i
